Source: PubChem (MTDP)
RNase H inhibition – RNase H inhibition, HIV 1 Gag Pol polyprotein, FRET biochemical assay, screening (AID 372) | hit rate 0.77% among 100,000 | HIV-1 RT RNase H, FRET RNA/DNA substrate fluorescence; higher % means a stronger effect | inhibition, % at 10 µM, or IC50 in µM where a hit was titrated; in the data active = inhibition above about 50%
Numbers without * were called inactive. The list is partial; rates above refer to the full screens.

SMILES | RNase H inhibition
N/C(=N/N=C\c1cc(Br)ccc1O)c1ccccn1 | 5%
CCOc1c(I)cc(/C=C2\C(=O)NC(=S)N(c3ccc(Cl)cc3Cl)C2=O)cc1OC | 4%
Cc1cn(S(=O)(=O)c2ccc3ccccc3c2)cn1 | 0%
Cc1c(Cl)cccc1NC(=S)NC(=O)c1cccc(Br)c1 | 23%
O=C(COc1ccc(Cl)cc1)N(c1ccccc1)c1ccccc1 | 6%
CC1CCN(C(NC(=O)c2ccc(C(C)(C)C)cc2)C(Cl)(Cl)Cl)CC1 (stereo not given) | 13%
CCN(CC)c1ccc(C=Nc2cc(Cl)cc(Cl)c2)cc1 | 17%
O=C(Nc1ccc(O)c(-c2nc3ccccc3o2)c1)c1ccc([N+](=O)[O-])cc1Cl | 2%
CC(=O)c1cc(C(=O)c2ccccc2)sc1Nc1ccccc1 | 21%
COC(=O)c1ccccc1NC(=O)c1ccc(I)cc1 | 19%
CCc1ccc(N2C(=O)NC(=O)/C(=C/c3c(C)n(C)c4ccccc34)C2=O)cc1 | 11%
COc1cccc(OC)c1OCCCCOc1c(C)cc(Cl)cc1Cl | 20%
CCOc1ccc(/C=C2\C(=O)NC(=O)N(c3ccc(C)cc3)C2=O)cc1Cl | 3%
O=C(/C=C\Nc1ccc2c(c1)OCO2)c1cccs1 | 8%
Cc1ccccc1CNC(=O)c1ccc([N+](=O)[O-])cc1 | 1%
Cc1cc(=O)oc2cc(OCC(=O)Nc3sc4c(c3C(N)=O)CCC4)ccc12 | 1%
O=C1NC(=O)N(c2ccc(F)cc2)C(=O)/C1=C/c1cc(Cl)c(O)c(Cl)c1 | 10%
CCC(=O)Nc1ccc2oc(-c3cc(Cl)ccc3Cl)nc2c1 | 0%
CC(C)(C)c1ccc(-c2nn(CNc3cccc(Cl)c3)c(=S)o2)cc1 | 4%
Cc1cccc(NC(=O)COc2ccc([N+](=O)[O-])cc2)c1 | 7%
CC(SCc1ccccc1)C(=O)Nc1ccc(OCc2ccccc2)cc1 (stereo not given) | 4%
CC(=O)Nc1ccc(-c2nc3ccccc3[nH]2)cc1 | 5%
N#Cc1ccc(/C=N/N2C(=O)C3C(C2=O)C2C=CC3C23CC3)c([N+](=O)[O-])c1 (stereo not given) | 1%
O=C1S/C(=C\c2cccs2)C(=O)N1Cc1ccccc1 | 5%
Cc1nnc(C)n1/N=C/c1ccc(-c2ccccc2)cc1 | 4%
CCOCCOC(=O)C1=C(C)NC2=C(C(=O)CC(c3ccccc3)C2)C1c1ccc(N(CC)CC)cc1 (stereo not given) | 3%
CCC(C)C(=O)N1c2ccccc2C(N(C(=O)COc2ccccc2)c2ccccc2)CC1C (stereo not given) | 7%
C/C(=N/OC(=O)c1ccc([N+](=O)[O-])cc1)c1cccs1 | 14%
N#Cc1cccc(N=Cc2ccccc2[N+](=O)[O-])c1 | 6%
Cc1ccc2[nH]c(O)c(N=Nc3cccc4cccnc34)c2c1 | 11%
CC(=O)NC1=NC(=O)/C(=C\c2ccc(-c3cc([N+](=O)[O-])ccc3C)o2)S1 | 5%
Cc1ccc(C(=O)N/C(=C/c2ccc(Br)cc2)C(=O)N2CCOCC2)cc1 | 3%
COC(=O)c1ccc(/C=N/NC(=O)COc2cc(C)ccc2C(C)C)cc1 | 8%
CCOC(=O)c1c(NC(=O)C(c2ccccc2)c2ccccc2)sc2c1CC(C)(C)OC2 | 34%
Cc1ccc(-n2nc3ccc(NC(=O)c4ccccc4I)cc3n2)cc1 | 23%
COC(=O)Nc1sc(C)c(C)c1C(N)=O | 6%
O=C(Oc1ccc(Cl)cc1Cl)c1c(F)cccc1F | 7%
COc1ccc(N2C(=O)NC(=O)/C(=C/c3c(C)n(Cc4ccccc4)c4ccccc34)C2=O)cc1 | 24%
CC(/C=C/c1ccccc1)=N\NC(=O)c1cc2ccccc2cc1O | 8%
COc1ccc(/C=N/NC(=O)CNc2cccc3ccccc23)c(O)c1 | 9%
CCc1ccccc1NC(=O)CN(c1ccc(Cl)cc1)S(C)(=O)=O | 7%
O=C1C=C/C(=N\S(=O)(=O)c2ccc(F)cc2)c2ccccc21 | 28%
Cc1ccc(C2=NC(=O)/C(=C/c3ccc4c(c3)OCO4)S2)cc1 | 15%
Cc1ccc(C(=O)NNC(=O)c2ccc3ccccc3c2O)cc1 | 11%
O=C(Nc1ccc(Cl)cc1)Nc1cccc(F)c1 | 1%
CCOc1ccc(/C=C2\SC(=S)N(CC(=O)N3CCN(C)CC3)C2=O)cc1 | 10%
CCCCN(CCCC)C(=O)c1cccnc1 | 4%
COc1ccccc1/C=N/NC(=O)C(=O)NCc1ccccn1 | 6%
COc1cc(NS(=O)(=O)c2ccccc2)cc(OC)c1 | 0%
C=CCc1ccccc1OCC(O)CN1CCN(c2ccccc2F)CC1 (stereo not given) | 13%
Later entries.
SMILES | RNase H inhibition
COc1cccc(-n2c(O)c(/C=C3\C=CC=N3)c(=O)[nH]c2=S)c1 | 15%
CCCCCCOc1ccc(N2C(=O)CC(N(C)Cc3ccccc3)C2=O)cc1 (stereo not given) | 12%
COC(=O)c1c(NC(=O)C(C)C)sc2c1CCCCC2 | 3%
CN(C)c1ccc(C(NC(=O)Cc2ccccc2)c2ccc3cccnc3c2O)cc1 (stereo not given) | 6%
CCC(=O)c1ccc(OC(=O)c2ccc(Br)cc2)cc1 | 2%
CCCCOC(=O)c1ccc(NC(=S)NC(=O)c2ccccc2Cl)cc1 | 9%
NNc1nc2c(c(=O)n1Cc1ccccc1)C1(CCCCC1)Cc1ccccc1-2 | 14%
O=C(NC(=S)Nc1ccc2oc(-c3ccc(-c4ccccc4)cc3)nc2c1)c1ccco1 | 14%
Cc1ccc(C)c(N=Cc2cc(Br)cc(Br)c2O)c1 | 0%
c1ccc2c(OCCCCN3CCCC3)cccc2c1 | 9%

Part of the list above, with each value named.
smiles: C=CCc1ccccc1OCC(O)CN1CCN(c2ccccc2F)CC1 (stereo not given)
  RNase H inhibition: 13%
smiles: CC(/C=C/c1ccccc1)=N\NC(=O)c1cc2ccccc2cc1O
  RNase H inhibition: 8%

Remaining list, next part
SMILES | RNase H inhibition
COc1ccc(CSc2nnc(N)s2)cc1 | 11%
CC(C)c1ccc(N=C2C(=O)Nc3ccc(Br)cc32)cc1 | 11%
COc1ccc(N(CC(=O)NCCSCc2ccc(C)cc2)S(=O)(=O)c2ccc(C)cc2)cc1 | 17%
CCOC(=O)c1c(NC(=O)c2cc(-c3ccc(OC)c(OC)c3)nc3ccccc23)sc(C)c1CC | 14%
CCOc1ccc(NC(=O)c2cccc3ccccc23)cc1 | 0%
O=C(NC(OCc1ccccc1)(C(F)(F)F)C(F)(F)F)OCc1ccccc1 | 6%
COc1cc(Cl)cc(/C=N/n2c(-c3ccc(C)cc3)n[nH]c2=S)c1O | 22%
O=S(=O)(c1cc(Cl)ccc1Cl)N1CCc2ccccc21 | 20%
CCOc1cc(C2C(C(=O)OC)=C(C)NC3=C2C(=O)CCC3)ccc1O (stereo not given) | 7%
COc1ccc(Cl)cc1Nc1nnc(-c2cc3cc(Cl)ccc3oc2=O)s1 | 9%
COc1ccc([N+](=O)[O-])cc1NC(=O)c1ccc(F)cc1 | 8%
COC(=O)c1ccc(OCC(O)Cn2nc(C)cc2C)cc1 (stereo not given) | 3%
O=S1(=O)CCC(NC(=S)N/N=C/c2ccc(-c3cc(Cl)ccc3Cl)o2)C1 (stereo not given) | 41%
CC(C)(C)NC(=O)CSc1ccc(Cl)cc1 | 14%
Cc1cccc(NC(=O)COc2c(C)cc(C)cc2C)c1 | 5%
O=c1[nH]cc(COCc2ccccc2)c(=O)[nH]1 | 3%
C(=Nc1ccccc1-c1nc2ccccc2[nH]1)c1ccco1 | 8%
CC(=O)Nc1ccc(N/C=C(\C#N)c2nc(-c3cccc(Br)c3)cs2)cc1 | 13%
CCOC(=O)c1ccccc1N1C(=O)CC(Sc2ccccc2C(=O)O)C1=O (stereo not given) | 7%
CC(=O)Nc1ccc(S(=O)(=O)N2CCN(Cc3ccccc3)CC2)cc1 | 9%

Seven records drawn at random from those above:
SMILES | RNase H inhibition
CCN(CC)c1ccc(C=Nc2cc(Cl)cc(Cl)c2)cc1 | 17%
CCOC(=O)c1c(NC(=O)c2cc(-c3ccc(OC)c(OC)c3)nc3ccccc23)sc(C)c1CC | 14%
Cc1cc(=O)oc2cc(OCC(=O)Nc3sc4c(c3C(N)=O)CCC4)ccc12 | 1%
COc1ccc(N(CC(=O)NCCSCc2ccc(C)cc2)S(=O)(=O)c2ccc(C)cc2)cc1 | 17%
CC1CCN(C(NC(=O)c2ccc(C(C)(C)C)cc2)C(Cl)(Cl)Cl)CC1 (stereo not given) | 13%
O=C1C=C/C(=N\S(=O)(=O)c2ccc(F)cc2)c2ccccc21 | 28%
CN(C)c1ccc(C(NC(=O)Cc2ccccc2)c2ccc3cccnc3c2O)cc1 (stereo not given) | 6%

The listing continues:
SMILES | RNase H inhibition
COc1ccc(S(=O)(=O)N2CCCCC2)cc1 | 11%
C/C(=N\NC(=O)COc1cccc(C)c1)c1ccc(Br)cc1 | 15%
COc1ccc(/C=C2\SC(=S)N(NC(=O)c3ccccc3Cl)C2=O)cc1 | 1%
CCOc1cccc(/C=C2/C(=O)NN(c3cc(Cl)cc(Cl)c3)C2=O)c1O | 26%
O=C(/C=C/c1ccccc1)NC(NC(=S)Nc1ccc(Br)cc1)C(Cl)(Cl)Cl (stereo not given) | 11%
Cc1cc([N+](=O)[O-])ccc1NC(=S)NC(=O)c1ccccc1I | 19%
COc1ccc(CC(=O)Nc2ccc(Br)c(C)c2)cc1OC | 12%
Cn1c(=O)c(C(=O)NCCO)c(O)c2ccccc21 | 11%
CSc1ccc(/C=N/NC(=O)c2ccccc2)cc1 | 17%
CCN1C(=O)/C(=C\c2cc(OC)c(OCc3ccc(Cl)c(Cl)c3)c([N+](=O)[O-])c2)SC1=S | 12%

Of the compounds above, these contain a cyano group:
SMILES | RNase H inhibition
N#Cc1ccc(/C=N/N2C(=O)C3C(C2=O)C2C=CC3C23CC3)c([N+](=O)[O-])c1 (stereo not given) | 1%
N#Cc1cccc(N=Cc2ccccc2[N+](=O)[O-])c1 | 6%
CC(=O)Nc1ccc(N/C=C(\C#N)c2nc(-c3cccc(Br)c3)cs2)cc1 | 13%

Additional results.
SMILES | RNase H inhibition
COC(=O)c1cccc(NC(=O)C2COc3ccccc3O2)c1 (stereo not given) | 11%
CC(=O)NS(=O)(=O)c1ccc(NC(=O)c2cccc([N+](=O)[O-])c2)cc1 | 4%
CCc1ccc2oc(-c3ccc(NC(=O)c4cccc(Cl)c4Cl)cc3)nc2c1 | 10%
O=C(NCc1cccnc1)c1ccc(S(=O)(=O)N2CCOCC2)cc1 | 10%
NNC(=O)Cc1ccc(C(F)(F)F)cc1[N+](=O)[O-] | 2%
O=c1[nH]c(=S)n(-c2ccccc2)c(O)c1/C=C1\C=Nc2ccccc21 | 56%*
NNC(=O)C1(c2ccccc2)CCCC1 | 5%
CCC(C(=O)Nc1ccc(Br)cc1)c1ccccc1 (stereo not given) | 0%
N/C(=N\OC(=O)c1ccccc1I)c1ccc(Cl)cc1 | 21%
COC(=O)C1=C(C)N(CC(C)C)C(=O)/C1=C\c1cc(OC)c(OC)c(OC)c1 | 8%
O=[N+]([O-])c1ccc(F)c(N=Cc2ccc(Cl)c([N+](=O)[O-])c2)c1 | 23%
Cc1cc(C)cc(N2C(=O)NC(=O)/C(=C\c3cc(Br)ccc3OCC(=O)O)C2=O)c1 | 7%
CCOC(=O)C1=C(C)N=c2s/c(=C/c3ccc(-c4cc([N+](=O)[O-])ccc4C)o3)c(=O)n2C1c1cccs1 (stereo not given) | 6%
Cc1ccc(C(=O)O/N=C(\N)c2ccc(Br)cc2)cc1[N+](=O)[O-] | 5%
Cc1ccc(NC(=O)C2CC(=O)N(c3ccc(Cl)cc3)C2)cc1 (stereo not given) | 5%
CC(=O)C1=C(C)NC(SCC(=O)c2ccc(-c3ccccc3)cc2)=C(C#N)C1c1ccccc1Cl (stereo not given) | 16%
COc1ccc(C(=O)Nc2cccc(C)c2)cc1 | 6%
CC1=C(C(=O)OC(C)C)C(c2cccc(F)c2)C2=C(CCCC2=O)N1 (stereo not given) | 4%
CCOc1ccccc1NC(=O)c1cc2ccccc2cc1O | 16%
CN(C)CCCNC(=O)c1ccc([N+](=O)[O-])cc1 | 12%
CCSc1nc(O)c(C(c2ccccc2)c2ccccc2)c(=O)[nH]1 | 0%
CC1C(=O)NN=C1C(=O)N/N=C/c1cccc(O)c1 (stereo not given) | 18%
CCCOc1ccc(C2C(C(=O)OCCOC)=C(C)NC3=C2C(=O)CC(c2ccccc2)C3)cc1OC (stereo not given) | 5%
CCN1CCN(C2CC(=O)N(c3ccc(F)cc3)C2=O)CC1 (stereo not given) | 0%
CCOC(=O)C(Cc1ccc(OC)cc1)Sc1nc2ccccc2[nH]1 (stereo not given) | 1%
Cc1ccc(N2NC(=O)/C(=C/c3cc([N+](=O)[O-])ccc3O)C2=O)cc1C | 14%
O=C1NC(=O)N(c2ccccc2)C(=O)/C1=C\c1ccc(Cl)c(Cl)c1 | 40%
Cc1cccc(OCCOc2c(Cl)cc(/C=C3\SC(N)=NC3=O)cc2Cl)c1 | 43%
CN1CCC(=NNC(=O)C(=O)NCc2ccccn2)CC1 | 6%
O=C(O)c1cccc(Nc2ccc([N+](=O)[O-])cc2[N+](=O)[O-])c1 | 0%
COc1ccc(CSc2ncn[nH]2)cc1 | 0%
CC(=O)C12CC3CC(C1)CC(C(C)=O)(C3)C2 | 0%
Cc1ccccc1Nc1nc(-c2cc3cc(Cl)ccc3oc2=O)cs1 | 20%
O=C(Nc1ccc2ccccc2c1)c1ccc2c(c1)C(=O)N(N1C(=O)c3ccccc3C1=O)C2=O | 13%
CCOC(=O)CNC(=O)c1cc([N+](=O)[O-])ccc1Cl | 0%
Oc1cccc(/C=N\N2CCN(c3ccccc3)CC2)c1 | 4%
COc1ccc(S(=O)(=O)N2CCc3ccccc3C2)cc1C(=O)O | 13%
COc1cc(C2C(C(=O)OCC3CCCO3)=C(C)NC3=C2C(=O)CCC3)ccc1OC(C)=O (stereo not given) | 14%
C(=C\c1ccccc1)/CSc1nnc(-c2ccc3c(c2)OCO3)n1-c1ccccc1 | 19%
Cc1cc(/C=C2/SC(=S)NC2=O)c(C)n1-c1ccc(F)cc1 | 33%
O=C1CC(Cc2ccc(Br)cc2)C(=O)N1Cc1ccccc1 (stereo not given) | 0%
